MKP-1 inh = blocks human MKP-1 phosphatase activity | P28562 | recombinant MKP-1, OMFP hydrolysis fluorescence | inhibition, %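 (compounds tested at a single concentration somewhere between 10 and 100 µM)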 | 0.15% of 65,000 active | AID 374;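 active = inhibition above about 50%, limit read from the data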;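 note: 0% = DMSO max control wells and 100% = wells with enzyme stopped by NaOH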
Hsp90 block = displaces geldanamycin probe from tumor Hsp90. AID 429. P07900. inhibition, % at 30 µM. NCI-N417 lysate Hsp90, Cy3B-geldanamycin FP displacement. 0.35% of 64,000 active;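 active = inhibition above 50%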;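 note: 0% = tracer plus lysate wells and 100% = tracer alone without lysate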
JNK3 inh = blocks human JNK3 kinase activity; inhibition, % at 8 µM; purified JNK3 kinase activity, HTS; P53779; AID 746; 0.61% of 60,000 active; in the data active = inhibition above about 17%;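 note: 0% = DMSO and 100% = reference inhibitor; many of its hits are not listed in these tables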
Target sequence (P53779 whole entry, looked up): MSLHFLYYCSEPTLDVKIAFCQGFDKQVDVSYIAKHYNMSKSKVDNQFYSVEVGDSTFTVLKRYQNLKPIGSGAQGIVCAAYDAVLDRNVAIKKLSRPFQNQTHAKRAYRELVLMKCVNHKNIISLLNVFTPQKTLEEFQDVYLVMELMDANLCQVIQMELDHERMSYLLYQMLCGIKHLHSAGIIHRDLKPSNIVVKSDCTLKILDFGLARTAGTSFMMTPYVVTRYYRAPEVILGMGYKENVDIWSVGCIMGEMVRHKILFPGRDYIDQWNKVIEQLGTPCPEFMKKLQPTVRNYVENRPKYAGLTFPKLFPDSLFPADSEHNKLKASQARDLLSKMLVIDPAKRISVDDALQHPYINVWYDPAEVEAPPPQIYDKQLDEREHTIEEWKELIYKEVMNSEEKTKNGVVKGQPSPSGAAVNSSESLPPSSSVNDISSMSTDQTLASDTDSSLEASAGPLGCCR
Autofluor 339 = intrinsic fluorescence of library compounds, ex339/em460 – biochemical, MLSMR library, data from DPM-DC assay, artefact control, profiling panel. compound autofluorescence, ex339/em460 nm, NADH buffer; hits give high values; 1 = no-compound wells, NADH background. fluorescence fold increase at 10 µM. 5.5% of 65,000 active;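 active = at 10 µM, mean starting fluorescence two-fold or more over control wells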;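 note: signal is the first read of a kinetic run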
A340 absorber = absorbance at 340 nm; 65,000 tested, under 10 active; fold change at 10 µM; compound absorbance at 340 nm, fold over control; AID 708;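 active = at 10 µM dose, initial 340 nm absorbance at least 2 fold that of control wells; inactive = change under 2 fold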;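 note: initial absorbance extrapolated from kinetic A340 decline of NADH oxidation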
PKA kinase inh = inhibitors of human protein kinase A; P17612; PKA Kemptide phosphorylation, Kinase-Glo ATP luminescence; inhibition, % at 6 µM; 0.1% of 65,000 active; AID 524;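 active = inhibition above the screen-wide mean inhibition plus 3 SD, cut at about 21% in these data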; note: many of its hits are not listed in these tables
Her2 expr inh = Her2 kinase expression inhibition | 0.69% of 65,000 active | HER2 level % of control, % at 10 µM | P04626 | SKBR-3 HER2 protein level, AlphaScreen, 18-24 h; hits give low values;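 active = HER2 level under 5% of the carrier-only control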;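 note: 100% = DMSO carrier and 0% = 500 nM PU-H71 HSP90 inhibitor; lower value means stronger loss of Her2 protein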
Cdc25B inh = human M-phase inducer phosphatase 2 inhibition. P30305. recombinant Cdc25B, OMFP fluorescence Ex485/Em525. inhibition, %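 (compounds tested at 10 µM final in the well)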. 0.1% of 65,000 active; in the data active = inhibition above about 50%
Target sequence (P30305 whole entry, looked up): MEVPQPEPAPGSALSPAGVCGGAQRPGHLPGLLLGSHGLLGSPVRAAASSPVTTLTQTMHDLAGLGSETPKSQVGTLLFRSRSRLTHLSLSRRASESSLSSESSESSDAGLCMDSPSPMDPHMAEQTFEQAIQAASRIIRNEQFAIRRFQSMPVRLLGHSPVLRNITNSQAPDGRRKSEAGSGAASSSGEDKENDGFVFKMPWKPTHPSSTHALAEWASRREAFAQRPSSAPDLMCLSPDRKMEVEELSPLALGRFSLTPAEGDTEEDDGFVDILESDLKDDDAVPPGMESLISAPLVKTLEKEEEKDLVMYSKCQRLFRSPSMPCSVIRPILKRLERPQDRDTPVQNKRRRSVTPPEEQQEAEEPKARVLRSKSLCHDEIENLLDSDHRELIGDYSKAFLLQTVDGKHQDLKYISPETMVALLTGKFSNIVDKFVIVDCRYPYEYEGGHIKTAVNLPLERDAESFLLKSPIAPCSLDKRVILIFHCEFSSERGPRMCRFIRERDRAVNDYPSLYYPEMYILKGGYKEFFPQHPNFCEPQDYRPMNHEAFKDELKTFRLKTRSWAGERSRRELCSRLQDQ
ROCK2 blocker = inhibitors of human Rho kinase 2 | O75116 | 0.35% of 60,000 active | purified ROCK2, Kinase-Glo ATP depletion luminescence | inhibition, % at 6 µM;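 active = inhibition above the screen-wide mean inhibition plus 3 SD, cut at about 18% in these data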;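 note: plate controls were DMSO wells for no effect and Y-27632 control wells after no-enzyme background subtraction for full effect; many of its hits are not listed in these tables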
* = called active by the depositor; . = not tested or not shown. Not all compounds are listed; rates above refer to the full screens.

SMILES | MKP-1 inh | Hsp90 block | JNK3 inh | Autofluor 339 | A340 absorber | PKA kinase inh | Her2 expr inh | Cdc25B inh | ROCK2 blocker
COC(=O)c1c(-c2cccc(C)c2)csc1N | 4 | -10 | -5 | 1.1 | 1.1 | 9 | 110 | 0 | 6
CCOC(=O)N1CCN(c2cc(=O)n(-c3ccccc3Cl)c(=O)[nH]2)CC1 | -5 | -3 | 4 | 1 | 1 | 6 | 100 | 3 | 4
O=C(NCc1ccccn1)c1ccc(Br)s1 | 7 | -16 | 10 | 1.1 | 1.1 | 7 | 82 | -11 | 6
CC1CN(Cc2nc3c(c(=O)n(C)c(=O)n3C)n2Cc2ccccc2)CC(C)O1 (stereo not drawn) | 10 | 2 | 0 | 1.1 | 1 | -4 | 102 | 2 | -1
O=C(OC(C(=O)NCC1CCCO1)c1ccccn1)c1cccs1 (stereo not drawn) | 1 | -8 | . | 1.1 | 1 | 9 | 144 | 6 | .
Clc1ccc(CSc2nncn2-c2ccccn2)cc1 | -6 | 2 | 0 | 1.1 | 0.95 | 8 | 131 | -19 | 7
CCCC1c2ccc(C)n2CCN1C(=O)Nc1ccc(F)cc1 (stereo not drawn) | 4 | -4 | 6 | 1.5 | 0.98 | 7 | 90 | -3 | 3
CCn1c(CC(=O)Nc2cccc(OC)c2)nnc1SCC(=O)N1CCN(c2ccccc2)CC1 | 15 | -2 | 4 | 1.1 | 1 | 6 | 91 | -2 | 0
CC1CC(C)(C)Nc2ccc(OC(=O)c3ccco3)cc21 (stereo not drawn) | -1 | 4 | 9 | 1.1 | 1 | 7 | -31* | -13 | 1
CCOC(=O)Cc1csc(NC(=O)CS(=O)(=O)Cc2ccccc2)n1 | 2 | 2 | 1 | 1.1 | 1 | 7 | 98 | -10 | 5
C=CCOC(=O)C(C#N)c1nc2ccccc2nc1N1CCCC1 (stereo not drawn) | -9 | -10 | 0 | 1.4 | 0.98 | 5 | 99 | -8 | -2
O=C(O)COc1ccc(S(=O)(=O)c2ccc(OCC(=O)O)cc2)cc1 | -2 | -2 | 1 | 1.1 | 1 | 9 | 84 | -9 | 8
Cc1oc2cc(O)cc(C)c2c(=O)c1-c1cnn(-c2ccccc2)c1 | -13 | 0 | 7 | 1.2 | 1 | 6 | 63 | 9 | 4
Clc1ccc(C2CC(c3cccs3)n3ncnc3N2)c(Cl)c1 (stereo not drawn) | 12 | -2 | -1 | 1.1 | 1.1 | 8 | 77 | -5 | 2
Cc1sc2ncnc(SCC(=O)N3CCN(C(=O)c4ccco4)CC3)c2c1C | 3 | -6 | -12 | 1.1 | 0.98 | -1 | 125 | -2 | 0
Cc1cccc(NC(=O)c2c(O)c3cccc4c3n(c2=O)CCC4)n1 | 11 | 50* | 8 | 1.1 | 1 | 10 | 95 | -17 | 2
Cn1c(Cn2c(=O)sc3ccccc32)nnc1SCC(=O)Nc1ccc(Cl)cc1 | 8 | -2 | -5 | 1 | 1.1 | 2 | 54 | -4 | 3
COc1ccc(-n2c(SCC(=O)N3CCCCC3C)nnc2-c2cccnc2)cc1 (stereo not drawn) | 4 | 1 | 9 | 1.1 | 0.99 | -1 | 112 | 9 | -1
Cc1nc2c(c(=O)n1CC1CCCO1)c1nc3ccccc3nc1n2CC(C)C (stereo not drawn) | -2 | -4 | 1 | 1.4 | 0.98 | -10 | 132 | 13 | -3
O=C(COc1ccc(N2CC(C(=O)O)CC2=O)cc1)Nc1cccc(C(F)(F)F)c1 (stereo not drawn) | 10 | -3 | -2 | 1 | 1 | 6 | 74 | -10 | 7

Filtered by structure: the entries above with a thiophene ring, fused or not (5)
SMILES | MKP-1 inh | Hsp90 block | JNK3 inh | Autofluor 339 | A340 absorber | PKA kinase inh | Her2 expr inh | Cdc25B inh | ROCK2 blocker
COC(=O)c1c(-c2cccc(C)c2)csc1N | 4 | -10 | -5 | 1.1 | 1.1 | 9 | 110 | 0 | 6
O=C(NCc1ccccn1)c1ccc(Br)s1 | 7 | -16 | 10 | 1.1 | 1.1 | 7 | 82 | -11 | 6
O=C(OC(C(=O)NCC1CCCO1)c1ccccn1)c1cccs1 (stereo not drawn) | 1 | -8 | . | 1.1 | 1 | 9 | 144 | 6 | .
Clc1ccc(C2CC(c3cccs3)n3ncnc3N2)c(Cl)c1 (stereo not drawn) | 12 | -2 | -1 | 1.1 | 1.1 | 8 | 77 | -5 | 2
Cc1sc2ncnc(SCC(=O)N3CCN(C(=O)c4ccco4)CC3)c2c1C | 3 | -6 | -12 | 1.1 | 0.98 | -1 | 125 | -2 | 0

(further entries)
SMILES | MKP-1 inh | Hsp90 block | JNK3 inh | Autofluor 339 | A340 absorber | PKA kinase inh | Her2 expr inh | Cdc25B inh | ROCK2 blocker
CCC(c1nnnn1C1CCCC1)N(Cc1cccs1)Cc1cc2cc(C)ccc2[nH]c1=O (stereo not drawn) | 26 | -7 | -4 | 1.2 | 0.98 | 6 | 43 | -12 | 2
Cn1cc(CNC(=O)COc2ccc(Cl)cc2Cl)cn1 | -9 | -3 | -5 | 1.1 | 1.1 | 8 | 78 | -4 | 7
O=C(C1CC1)N1CCc2cc(S(=O)(=O)N3CCCc4ccccc43)ccc21 | 4 | 1 | -2 | 1.1 | 1 | 8 | 149 | -4 | 3
O=C(C1CCN(c2nnc(-n3cccc3)s2)CC1)N1CCc2ccccc2C1 | 1 | -2 | -3 | 1.1 | 0.99 | -4 | 84 | -5 | 5
O[C@@H]1C2CCCC1[C@]1(O)CCCCC1C2 (stereo partly drawn) | -20 | 0 | -5 | 1 | 0.97 | 10 | 104 | -9 | 6
CSc1nc(C)c2c(c1C#N)CCCC2 | -13 | -8 | 2 | 1.1 | 1 | 1 | 142 | 19 | -8
Cc1ccc2c(c1)c1nc3ccccc3nc1n2CCN1CCOCC1 | 26 | -3 | 2 | 1.2 | 1.1 | 8 | 35 | -5 | 4
O=C(Cn1cnc2c(cnn2-c2ccc(Cl)cc2)c1=O)NCC1CCCO1 (stereo not drawn) | 2 | 1 | 3 | 1.1 | 0.98 | 3 | 123 | -8 | 2
Cc1ccc(CS(=O)(=O)Cc2ccc(C(=O)NCCCN3CCOCC3)o2)cc1 | 2 | -5 | -6 | 1.1 | 1 | 12 | 94 | -7 | 7
CN1CCN(C(=O)c2ccc3c(c2)NC(=O)C(C)(C)O3)CC1 | 3 | -1 | 0 | 1.1 | 0.99 | 10 | 107 | -7 | 5
CCn1cc(C(=O)NCCCOC(C)C)c2cc(OC)c(OC)cc2c1=O | 2 | -4 | -5 | 1.3 | 0.97 | -1 | 99 | -5 | 0
CCn1c(SCC(=O)Nc2ccc3c(c2)c2ccccc2n3CC)nnc1-c1ccco1 | 64* | -3 | -8 | 1.1 | 1.1 | -6 | 83 | 24 | -11
COc1ccc(N2CCN(C(=O)c3cccc(N4C(=O)C5CC=CC(C)C5C4=O)c3)CC2)cc1 (stereo not drawn) | 33 | -4 | 1 | 1.1 | 1 | 10 | 79 | -11 | -6
O=C(O)CNS(=O)(=O)c1ccc(F)cc1 | 7 | . | . | 1.1 | 1 | 7 | 79 | -14 | .
CC(C)=CC(=O)OCC(=O)Nc1ccccc1Cl | -9 | -4 | -1 | 1.1 | 1 | 9 | 95 | -13 | 4
COc1cccc(C2CC(c3cccc(Br)c3)n3ncnc3N2)c1 (stereo not drawn) | 6 | . | . | 1.1 | 1 | . | 92 | -8 | .
CC(C)n1c(SCC(N)=O)nc2c1c(=O)n(C)c(=O)n2C | 27 | 1 | 1 | 1.1 | 0.98 | 4 | 103 | -18 | 6
CCCN1CCN(C(=O)Cn2cccc2C(=O)c2ccccc2)CC1 | -5 | -1 | -1 | 1 | 0.99 | 3 | 107 | 2 | 4
COC(=O)C(Cc1ccc(O)cc1)NC(=O)c1ccccc1OC (stereo not drawn) | 0 | -1 | 9 | 1 | 1 | 5 | 94 | -5 | 5
CCC(Sc1nnnn1C)C(=O)Nc1ccc(C(C)=O)cc1 (stereo not drawn) | -6 | -1 | -4 | 1.2 | 0.99 | 5 | 97 | -6 | -1
C/C=C/c1ccc(OCCCCn2cncn2)c(OC)c1 | 2 | -1 | 2 | 1.2 | 1.1 | 8 | 100 | 12 | 8
COc1ccc(OCC(=O)Nc2cccc3ncccc23)cc1 | 11 | -10 | 2 | 1.1 | 0.99 | 11 | 71 | 6 | 10
O=[N+]1C2=C(CCCC2)N([O-])C12CCCC2 | 10 | -7 | 3 | 1.1 | 1.1 | 11 | 76 | 4 | 6
Cn1c(SCC(N)=O)nnc1C1CCN(S(=O)(=O)c2ccccc2C(F)(F)F)CC1 | 5 | 0 | 5 | 1 | 0.99 | 4 | 128 | -9 | -1
Cc1nnc(N2C(=O)c3oc4ccccc4c(=O)c3C2c2ccco2)s1 (stereo not drawn) | -6 | -2 | -8 | 1 | 1 | -3 | 111 | 0 | 0
O=C(C1CC1)N1CCN=C1SCc1ccc(F)cc1 | -5 | -3 | 4 | 1.1 | 1 | -5 | 119 | 1 | 1
CC(C)CCNC(=O)C(c1ccco1)N(Cc1ccccc1)C(=O)c1snc(C(N)=O)c1N (stereo not drawn) | 3 | -1 | -8 | 1.9 | 1 | 6 | 103 | 4 | 4
CCOC(=O)c1sc(NC(=O)CSc2nnc(C)s2)c(C(=O)OCC)c1C | 27 | -3 | 1 | 1.1 | 1 | -2 | 101 | -1 | 0
O=C(NCC1CCCO1)C1CCC(N2C(=O)c3ccccc3C2=O)CC1 (stereo not drawn) | 14 | 2 | -2 | 1.1 | 1.1 | -9 | 103 | 2 | -6
CCC(=O)Nc1ccc2oc(-c3cccc(C)c3)nc2c1 | 10 | -4 | 4 | 2.3* | 1.1 | 7 | 91 | -12 | -1
CCOC(=O)c1ccc(NC(=O)Nc2ccc(OC)c(OC)c2)cc1 | -2 | 0 | 1 | 1.2 | 1.1 | -1 | 108 | -9 | 4
O=S(=O)(/C=C/c1ccccc1)Nc1ccc2c(c1)OCO2 | -14 | 0 | -3 | 1.1 | 1 | 0 | 99 | 7 | -1
CCCn1c(SCC(=O)NC(=O)Nc2ccc(C)cc2C)n[nH]c1=O | -11 | -1 | -5 | 1.1 | 1 | 11 | 113 | -6 | -7
CC1=C/C(=C/N(C)c2ccccc2)C(=O)S1 | 9 | -1 | 7 | 1.1 | 1 | 8 | 110 | -4 | 6
COc1ccc(S(=O)(=O)Cc2ccc(C(=O)N3CCN(c4cccc(C)c4)C(C)C3)o2)cc1 (stereo not drawn) | 6 | 0 | -1 | 1.1 | 1 | -1 | 63 | -10 | 4
COCCNC(=O)Cn1cc2c(n1)CCCCC2 | -3 | -2 | -9 | 1.1 | 1 | 7 | 118 | -5 | 3
NC(CSC12CC3CC(CC(C3)C1)C2)C(=O)O (stereo not drawn) | 2 | 0 | -3 | 1.1 | 1 | 10 | 146 | -23 | 5
CCN1c2ccccc2-c2nc3ccccc3n2C1c1ccncc1 (stereo not drawn) | -22 | -11 | -5 | 1.9 | 1 | 2 | 93 | -6 | 5
O=C(c1cn(-c2ccccc2)nc1-c1ccncc1)n1nnc2ccccc21 | 3 | -5 | -3 | 1.6 | 1.1 | 7 | 74 | -13 | 6
c1ccc2c(c1)oc1c(NCCCn3ccnc3)ncnc12 | 1 | -4 | -2 | 1.1 | 1.1 | -3 | 74 | 2 | -2
CCOC(=O)CNC(=O)CSc1nnc(-c2ccccc2)n1Cc1ccco1 | -23 | -6 | 2 | 0.97 | 0.99 | 6 | 104 | -3 | 2
CCOC(=O)CN(C(=O)c1ccccc1)c1ccccc1C | -5 | -2 | -4 | 1.1 | 0.99 | 2 | 82 | -20 | -1
CC1Cc2ccccc2N1C(=O)CSc1nc2c(c(=O)n(C)c(=O)n2C)n1Cc1ccccc1 (stereo not drawn) | 8 | -2 | 0 | 1.1 | 1 | 9 | 190 | -1 | 1
c1ccc2c(Cn3nnc4ccccc43)cccc2c1 | -13 | 0 | 15 | 1.1 | 1 | 10 | 89 | 3 | 10

Screens deposited in PubChem BioAssay by several laboratories.
